Nrf2 ARE act – qHTS of Nrf2 Activators | Potency, µM (titrated, usually from 46.1 µM), for the others: at the top dose activation, usual class: activators | 410,000 compounds, 0.31% hits | AREc32 ARE-luciferase reporter (MCF7-derived line), luminescence, 24 h | AID 624171, 2012; also: potency is read from the fitted curve at half-maximal effect; % of control where 0% means no effect; nearly all actives have a fitted effect of over 65% in size
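Reporter line AREc32 (ARE-Fluc), seeded overnight in OPTI-MEM with 5% FBS; compound pin-transferred, 24 hr at 37 deg C, 5% CO2; luminescent read-out.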
CCT modulator – High-Throughput Screening for Modulators of Cytosolic Chaperonin Activity; purified chaperonin ATPase assay, HTRF ADP detection, 30 min; activity change, % (concentration not given with the values), hits read low; 360,000 compounds, 0.3% hits; AID 651819, 2012; in the data active = activity change below about -30%; also: % is scaled to controls: 0 for no effect and ±100 for the full control effect
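TRiC at 40 or 20 nM final (batch-dependent) in 30 mM Tris pH 7.4, 100 mM KCl, 5 mM MgCl2, 1 mM DTT, with compound at single 76 uM and 10 uM ATP, 30 min at 37 deg C. ADP detected by HTRF Transcreener, 665/615 ratio.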
TGFb SMAD3 inh – qHTS for Inhibitors of TGF-b. HepG2 CAGA-GFP TGF-b/SMAD3 reporter, GFP fluorescence, 18 h; TGF-beta stimulated, 500 pg/mL final. AID 588855, 2011. 410,000 compounds, 1.2% hits. Potency, µM (highest dose often 46.1 µM), inactives show top-dose activity, negative = inhibition, actives largely listed as inhibitors; also: potency is read from the fitted curve at half-maximal effect; % is scaled to controls: 0 for no effect and ±100 for the full control effect; nearly all actives have a fitted effect of over 65% in size
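Per well, imaged GFP fluorescence of HEPG2 CAGA-GFP cells gives the signal; cells get compound, then TGF-beta (500 pg/mL final), 18 h at 37 degrees C; %Activity versus -TGF-beta and +DMSO controls.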
HepG2 viability – qHTS for Inhibitors of TGF-b: Cytotox Counterscreen | HepG2 CAGA-GFP viability, ATP luminescence, 18 h | Potency, µM (doses to about 46.1 µM), inactives show at the highest dose activity change, negative = cytotoxicity, most hits filed as cytotoxic | 410,000 compounds, 0.76% hits | AID 588856, 2011; also: potency is read from the fitted curve at half-maximal effect; some results filed as inactive show a strong effect at the top dose
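HepG2 CAGA-GFP cells (1000/well, DMEM with 1% FBS) received compound, then TGF-beta at 500 pg/mL final, and were incubated 18 hours at 37 degrees C. Viability was read by CellTiter-Glo luminescence. Media-only wells were set as complete cell-killing and DMSO as no toxicity.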
MmCpn inh – Inhibitors of TCP-1 ring complex (TRiC) of Methanococcus maripaludis (MmCpn): qHTS; purified Mm-Cpn ATPase, ADP Transcreener TR-FRET; Potency, µM (series often up to 76.9 µM), without a hit: at the highest dose activity, negative = inhibition, actives largely listed as inhibitors; 330,000 compounds, 0.031% hits; AID 504842, 2011; also: potency is read from the fitted curve at half-maximal effect; % is scaled to controls: 0 for no effect and ±100 for the full control effect; nearly all actives have a fitted effect of over 80% in size
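Reaction buffer contained 30 mM Tris pH 7.4, 100 mM KCl, 5 mM MgCl2 and 1 mM DTT. Mm-CPN (25 nM final) hydrolysed 10 uM ATP over 30 min at 37°C; ADP was read by HTRF.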
A549 tox – Nrf2 qHTS screen for inhibitors: counterscreen for cytotoxicity. A549 ARE-Fluc cells, CellTiter-Fluor viability, 18-24 h. Potency, µM (top dose mostly 46 µM), for inactives: at the top dose activity change, negative = cytotoxicity, hits mostly inhibitors. 390,000 compounds, 0.16% hits. AID 504648, 2011; also: potency is read from the fitted curve at half-maximal effect; % is scaled to controls: 0 for no effect and ±100 for the full control effect
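A549 ARE_Fluc cells in 5% FBS OPTI-MEM were exposed to compounds in concentration-response for 18-24 h at 37 deg C. Viability was read by CellTiter-Fluor fluorescence (Ex 405/Em 525) after 30 min, before the luciferase read.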
Nrf2 inh – Nrf2 qHTS screen for inhibitors; A549 ARE-Fluc reporter, luciferase luminescence, 18-24 h; Potency, µM (highest dose often 46 µM), without a hit: at the top dose activity change, negative = inhibition, usual class: inhibitors; 360,000 compounds, 2.1% hits; also: potency is read from the fitted curve at half-maximal effect; % is scaled to controls: 0 for no effect and ±100 for the full control effect; nearly all actives have a fitted effect of over 60% in size
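Reporter: ARE-Fluc in A549. Exposure: 18-24 h, 37 °C, 5% CO2, 5% FBS OPTI-MEM. Readouts: fluorescent cytotoxicity (CellTiter-Fluor), then luminescent Nrf2 signal after BugLite.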
pAkt inh – HTS Assay for Inhibitors of Akt Phophorylation: Primary Screen; Neuro2A IGF-stimulated pAkt S473 HTRF, 20 min; hits give low values; activity change, % for hits at 50 µM; 360,000 compounds, 0.32% hits; AID 651550, 2012; in the data active = activity change below about -80%; inconclusive = mostly about -51% to -80%; also: % is scaled to controls: 0 for no effect and ±100 for the full control effect
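Neuro2A cells in DMEM with 0.5% FBS, overnight at 37 deg C, given compound at single 50 µM final, then IGF (6 nM final) for 20 min at 37 deg C. Lysed; phospho-Akt Ser473 by HTRF after 24 h, 665/615 ratio.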
S2 tox – Viability Counterscreen for Primary qHTS for Inhibitors of ATXN expression; 400,000 compounds, 0.49% hits; S2 cells (HEK-293 line with an ATXN2-luciferase reporter) viability, CellTiter-Fluor protease fluorescence, 24 h; Potency, µM (top dose mostly 56.7 µM), hits mostly cytotoxic; also: potency is read from the fitted curve at half-maximal effect; nearly all actives have a fitted effect of over 40% in size
An asterisk follows results filed as active; i = inactive; u = inconclusive; x = no result given; [ ] = remark or other dose. Unless noted, calls follow the shape of the dose curve; as a rule, active = well fitted curve in the direction sought with a large enough effect; inconclusive = small, poorly fitted or top-dose-only effect, or another doubt; inactive = no such curve, though single readings can be large; an effect the other way counts as inactive or inconclusive.

A first look, nine compounds:
Compound,Nrf2 ARE act,CCT modulator,TGFb SMAD3 inh,HepG2 viability,MmCpn inh,A549 tox,Nrf2 inh,pAkt inh,S2 tox
COc1cccc(NC(=O)c2ccc(-c3nc(COc4ccc(C)cc4)c(C)o3)cc2)c1,3.0%,x,0%,-7%,x,-1%,5.2µM*,x,x
CC(Sc1nc2ccccc2n1C)C(=O)Nc1ccc(N2CCOCC2)cc1 (stereo unspecified),0.0%,-2.4,6%,-11%,1%,-7%,-12%,i,i
O=C(CCn1nc(-c2ccccc2)c2ccccc2c1=O)NN1CCOCC1,-0.2%,1.5,1%,6%,1%,4%,-8%,i,i
COc1cc(NC(=O)C2=C(C)OCCS2)c(Cl)cc1C(=O)NCCN(C)C,-0.6%,0.0,-1%,4%,0%,1%,-10%,i,u
CN1C(=O)C(O)(C2OC(C)(C)CCC2=O)c2ccccc21 (stereo unspecified),-0.9%,-1.3,22%,3%,3%,-1%,7%,i,i
C#CCN(C)CC/C=C1\c2ccccc2CSc2ccccc21,2.2%,-0.6,-1%,-66%,0%,-10%,u,i,i
Cc1nn(C)c(C(=O)Nc2ccc(Br)cc2F)c1Br,-0.5%,-0.7,9%,0%,1%,-2%,8%,i,i
Cc1ccc(-n2nnnc2-c2cnoc2-c2cccc(F)c2)cc1,0.0%,-2.3,-1%,-22%,-9%,-2%,u,i,i
Cc1oc(-c2cccs2)nc1CNC[C@H]1O[C@@H](n2cnc(C(N)=O)n2)[C@H](O)[C@@H]1O,-0.2%,0.3,-13%,-30%,x,4%,4%,i,i

The whole of this part, from the start:
Compound,Nrf2 ARE act,CCT modulator,TGFb SMAD3 inh,HepG2 viability,MmCpn inh,A549 tox,Nrf2 inh,pAkt inh,S2 tox
COc1cccc(NC(=O)c2ccc(-c3nc(COc4ccc(C)cc4)c(C)o3)cc2)c1,3.0%,x,0%,-7%,x,-1%,5.2µM*,x,x
CC(Sc1nc2ccccc2n1C)C(=O)Nc1ccc(N2CCOCC2)cc1 (stereo unspecified),0.0%,-2.4,6%,-11%,1%,-7%,-12%,i,i
O=C(CCn1nc(-c2ccccc2)c2ccccc2c1=O)NN1CCOCC1,-0.2%,1.5,1%,6%,1%,4%,-8%,i,i
COc1cc(NC(=O)C2=C(C)OCCS2)c(Cl)cc1C(=O)NCCN(C)C,-0.6%,0.0,-1%,4%,0%,1%,-10%,i,u
CN1C(=O)C(O)(C2OC(C)(C)CCC2=O)c2ccccc21 (stereo unspecified),-0.9%,-1.3,22%,3%,3%,-1%,7%,i,i
C#CCN(C)CC/C=C1\c2ccccc2CSc2ccccc21,2.2%,-0.6,-1%,-66%,0%,-10%,u,i,i
Cc1nn(C)c(C(=O)Nc2ccc(Br)cc2F)c1Br,-0.5%,-0.7,9%,0%,1%,-2%,8%,i,i
Cc1ccc(-n2nnnc2-c2cnoc2-c2cccc(F)c2)cc1,0.0%,-2.3,-1%,-22%,-9%,-2%,u,i,i
Cc1oc(-c2cccs2)nc1CNC[C@H]1O[C@@H](n2cnc(C(N)=O)n2)[C@H](O)[C@@H]1O,-0.2%,0.3,-13%,-30%,x,4%,4%,i,i
COc1ccccc1NC(=O)Nc1nc(CC(=O)N2CCN(c3ccccc3F)CC2)cs1,1.9%,0.3,-1%,-5%,-3%,5%,-11%,i,u
CCOc1cc(NC(=O)CCl)c(OCC)cc1NC(C)=O,14µM*,-4.7,1%,-29%,0%,-9%,-1%,i,u
CC(C)Oc1cccc(C(=O)C2CCCN(C(=O)c3ccsc3)C2)c1 (stereo unspecified),-0.4%,-3.2,4%,11%,3%,3%,6%,i,i
CC(C)n1cnc2cc(NCc3nc4ccccc4n3C)ccc21,2.2%,0.3,24%,-42%,-7%,0%,u,i,i
O=C(CCCN1C(=O)CCC1=O)Nc1ccc(Cl)c(C(F)(F)F)c1,0.0%,-2.2,60%[activator],41%,0%,-1%,x,i,i
CCCCN(Cc1cc2cccc(C)c2[nH]c1=O)S(C)(=O)=O,-0.9%,-0.4,8%,-4%,-1%,7%,-5%,i,i
O=C(NC1CCCCC1)C(Cc1ccccc1)NS(=O)(=O)c1cccs1 (stereo unspecified),-0.1%,-0.5,3%,-1%,2%,0%,2%,i,i
CCCc1cc(C(=O)OC)c(NC(=O)CCCC(=O)O)s1,0.1%,-1.9,14%,-9%,-15%,2%,-28%,i,i
O=C(Nc1nnc(CC2=CCCCC2)s1)Nc1ccccc1F,2.6%,-0.6,-18%,-63%,-1%,-4%,16%,i,i
Cc1ccc(Nc2nc(-c3ccc(S(=O)(=O)N4CCCC4)cc3)cs2)cc1C,3.0%,-1.1,-12%,-7%,-15%,u,x,x,i
COc1cccc(CNC(=O)c2ccc(NC(=O)CC3SC(N4CCCCC4)=NC3=O)cc2)c1 (stereo unspecified),-0.6%,0.6,-1%,-9%,1%,-8%,u,i,i
O=C(O)c1ccccc1NCN1C(=O)C2CC=C(Cl)CC2C1=O (stereo unspecified),-0.6%,-0.1,9%,0%,1%,2%,-1%,i,i
CCOC(=O)CSc1nnc(SCCN2C(=O)c3ccccc3C2=O)s1,3.4%,-1.8,2%,-37%,-1%,0%,7%,i,i
CCOC(=O)C1CCN(C(=O)NC23CC4CC(CC(C4)C2)C3)CC1,0.3%,1.0,-11%,4%,1%,2%,3%,i,i
CC1(C)Cc2cccc(OCC(=O)Nc3ccccc3N3CCOCC3)c2O1,-0.3%,0.4,-5%,0%,0%,7%,1%,i,i
COc1ccc(N2CCN(C(=O)Cn3nnc(-c4ccc(N(C)C)cc4)n3)CC2)cc1,0.3%,0.1,u,-4%,-2%,1%,-1%,i,i
C/C(Cl)=C\Cn1c(Nc2ccccc2)nc2c1c(=O)n(C)c(=O)n2C,7.2%,-0.3,12%,-24%,-2%,-7%,-21%,i,i
NS(=O)(=O)c1ccc(CNC(=O)c2cc(S(=O)(=O)N3CCOCC3)c(Cl)cc2Cl)cc1,-0.9%,2.8,u,2%,-1%,6%,5%,i,i
Cc1ccc(N2CC(C(=O)Nc3nnc(C)s3)CC2=O)cc1 (stereo unspecified),-0.1%,0.5,-14%,-4%,-3%,1%,-11%,i,i
Cc1ccc([N+](=O)[O-])cc1S(=O)(=O)NCCc1c(C)[nH]c2c(C)cccc12,-0.8%,-3.4,-20%,5%,-2%,-1%,-21%,i,i
Cc1ccc(N2C(=O)c3n[nH]c(C)c3C2c2cccnc2)cc1 (stereo unspecified),-0.3%,1.1,-15%,7%,1%,1%,4%,i,i
CC(=O)Nc1ccc(C(=O)N/C(=C/c2ccccc2)C(=O)N2CCCCC2)cc1,0.6%,1.1,4%,7%,2%,-8%,-9%,i,i
Nc1cc(S(=O)(=O)c2ccc(O)c(N)c2)ccc1O,-0.4%,-0.5,3%,11%,-2%,6%,-16%,i,i
Cc1ccccc1-c1cc2nc(NCc3ccc(N(C)C)cc3)n(C)c(=O)c2s1,4.4%,1.6,u,-18%,x,x,x,i,i
Cc1ccc(CCNC(=O)CCn2nc(-c3ccc(Cl)cc3)ccc2=O)cc1,0.0%,x,-14%,-28%,x,-1%,x,x,i
CCOc1ccc(S(=O)(=O)N(C)CC(=O)N2CCCC2)cc1,-0.5%,0.0,5%,-4%,1%,1%,-5%,i,i
Cc1nc(-c2ccc(S(=O)(=O)N3CCN(c4cc(Cl)ccc4C)CC3)cc2)co1,-0.4%,x,u,-28%,x,-3%,x,x,i
CCC(=O)c1ccc(OCC(=O)Nc2cc(S(=O)(=O)N3CCCCC3)ccc2OC)cc1,0.5%,-0.8,-13%,5%,-1%,-3%,u,i,i
O=C(N/N=C\c1cc2c(cc1[N+](=O)[O-])OCO2)c1cccs1,13%,-1.7,-5%,-3%,4%,-6%,3%,i,u
CCNC(=O)C1CCN(c2nnc(C)c3c(C)n(-c4ccc(OC)cc4)nc23)CC1,0.3%,x,u,2%,x,-1%,u,x,i
CC(C)CCn1c(CN2CCN(C(=O)c3ccco3)CC2)nc2c1c(=O)n(C)c(=O)n2C,0.3%,0.1,18%,22%,1%,-12%,-1%,i,u
COC(=O)c1c(NC(=O)CSc2nc(-c3ccco3)cc(C(F)(F)F)n2)sc2c1CCCC2,0.1%,-1.8,u,-4%,-2%,0%,6%,i,i
COc1ccc(NC(=O)/C(C#N)=C/c2ccc(Br)o2)cc1,9.8%,-0.4,2%,-18%,0%,-3%,x,i,i
Cc1cc(-c2nnc3sc(-c4ccc(Cl)cc4Cl)nn23)n[nH]1,1.6%,0.7,13%,12%,1%,7%,x,u,i
Cc1ccc(-c2onc(C)c2C)cc1S(=O)(=O)N1CCc2ccccc21,0.7%,x,u,-28%,x,-18%,u,x,x

Bioassay records (PubChem)

No enrichment for hits; any-hit rate near 4.4%.
